# Screening results (PubChem BioAssay)
# SIRT5 inh = blocks human SIRT5 desuccinylation of peptide; 330,000 tested, 1.1% active; inhibition, % at 15 µM; AID 652115; Purified SirT5, succinyl-peptide AMC, trypsin-coupled fluorescence; in the data active means inhibition above about 15%; inconclusive means no clear call, values can overlap the other calls
# Target sequence (Q9NXA8 whole entry, looked up): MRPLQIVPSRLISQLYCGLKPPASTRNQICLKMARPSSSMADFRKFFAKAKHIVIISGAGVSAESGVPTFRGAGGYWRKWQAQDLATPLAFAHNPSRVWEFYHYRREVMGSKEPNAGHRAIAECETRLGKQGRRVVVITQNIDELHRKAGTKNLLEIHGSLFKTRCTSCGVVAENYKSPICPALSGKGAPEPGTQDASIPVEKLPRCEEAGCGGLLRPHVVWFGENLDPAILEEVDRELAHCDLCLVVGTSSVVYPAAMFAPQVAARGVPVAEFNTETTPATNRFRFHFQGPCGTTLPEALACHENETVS
# Cneo AK release = Cryptococcus neoformans lysis via adenylate kinase release | C. neoformans lysis, adenylate kinase release luminescence, 4 h; normalised: neutral wells 0, clomiphene wells 100 | lysis activity, % at 15 µM | 360,000 tested, 0.2% active | AID 651654;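 active means mean lysis activity across replicates of at least 80%, whatever share of replicates individually reach that level; inactive means mean lysis activity below 80%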
#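 Material – log-phase Cryptococcus neoformans yeast cells · Input – 5 × 10^6 yeast cells/mL · Medium – fresh YPD growth medium · Doses – single compound concentration per well · Timing – static 4 h at 37 °C with compound, 1 h detection · Detection – adenylate kinase release luminescence · Read-out – signal increase indicating cell lysis · Control set – Clomiphene as positive lysis control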
# LGR2 antag = blocks bursicon-induced cAMP signaling via Drosophila LGR2; HEK293 LGR2, CRE-luciferase, bursicon-stimulated, 4 h; inhibition, % at 9.99 µM; 380,000 tested, 0.35% active;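 active means drop in luminescence signal, shown as inhibition above about 50% in the replicate tests, limit read from the data, passing the limit was not always enough; inconclusive means probably only some replicates passing the limit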;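 further: agonist challenge used bursicon conditioned medium at about half maximal strength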
# ERAP1 inh = ERAP1 (human) enzyme inhibition; Q9NZ08; recombinant ERAP1, Leu-AMC fluorescence, 60 min; 340,000 tested, 0.15% active; inhibition, % at 10.7 µM;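 active means mean replicate inhibition of at least 30%, or all replicates individually reaching that 30% level; inactive means mean below 30% and not every replicate reaching it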;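 further: 0% = neutral control wells and 100% = L-leucinethiol positive control wells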
# XiGFP reactiv = reactivates the inactive X chromosome in mouse fibroblasts. XiGFP mouse fibroblasts, % GFP-positive cells imaging, 3 d; cells co-treated with 5-aza-dC sensitizer; scaled so ellipticine positive control = 100%. activation, % at 7.58 µM. 360,000 tested, 0.055% active. AID 743238;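 active means mean normalized replicate activation at least 10% and every replicate at or above 10%; inconclusive means only one of the two criteria met; inactive means mean below 10% and not all replicates reach 10%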;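 further: 0% = median of on-plate neutral control wells and 100% = ellipticine 6 µM median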
#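 assay system = SV40-immortalized XiGFP fibroblast cells, line 68-5-11 | buffer or medium = DMEM plus 5-aza-dC sensitizer | doses = single-point pinned compound dosing | times = 3-day compound exposure, then 15 min fixation at room temperature | benchmarks = positive control ellipticine, 6 µM final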
# S100A4 inh HTS = blocks human S100A4 binding to myosin IIA peptide | S100A4/TAMRA-MyoIIA peptide fluorescence polarization | inhibition, % at 10.7 µM | AID 652163 | P26447 | 360,000 tested, 0.14% active;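 active means mean inhibition of at least 70% across replicates, with every replicate also reaching that level; inconclusive means mean inhibition reaches 70% but some replicates fall short; inactive means mean inhibition below 70%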
# Target sequence (P26447 whole entry, looked up): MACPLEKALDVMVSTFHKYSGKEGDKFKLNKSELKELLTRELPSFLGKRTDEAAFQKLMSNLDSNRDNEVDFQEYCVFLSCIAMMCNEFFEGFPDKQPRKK
#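 Test system: S100A4 monomer protein; Medium: HEPES pH 7.2 with CaCl2, KCl, NaCl, DTT, Triton; Probe or stimulus: TAMRA-labelled myosin IIA heavy-chain peptide probe, 5 nM; Doses: one dose per compound; Times: polarization read 5 min after assay mix addition, stable 5–60 min; Benchmarks: neutral control DMSO, positive control TFP.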
# Statin myotox sup = suppressors of simvastatin-induced myotoxicity in C2C12 myotubes; AID 602340; ATP luminescence, 48 h; scaled: DMSO 0, geranylgeraniol control 100; 330,000 tested, 0.78% active; rescue of ATP level, % at 7.49 µM;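 active means mean ATP rescue above about 67%, or every replicate alone reaching that limit, limit read from the data, passing the limit was not always enough; inconclusive means no clear call, values can overlap the other calls; inactive means mean under the limit and some replicate under it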;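 further: myotubes were challenged with 10 µM simvastatin during compound exposure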
# PGC1a acetyl inh = lowers PGC1a acetylation signal in U2OS cells; AlphaScreen anti-acetyl-lysine; with virally co-expressed GCN5 acetyltransferase; inhibition, % at 15.6 µM; 350,000 tested, 0.17% active; AID 651687;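 active means every replicate shows inhibition of at least 40%; inconclusive means mean inhibition at least 40% but some replicate below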;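 further: 0% = neutral control wells and 100% = positive control wells; some results beyond the cut were filed as inactive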
# Active calls of the source: *; ? = inconclusive; . = no result given; & = joins results of further samples. An excerpt; the hit share may differ from the screen's.
SMILES,SIRT5 inh,Cneo AK release,LGR2 antag,ERAP1 inh,XiGFP reactiv,S100A4 inh HTS,Statin myotox sup,PGC1a acetyl inh
CCO[C@@H]1OC(C(=O)N2CCCC2)=C[C@H](c2ccc(C(F)(F)F)cc2)[C@H]1CCCO,4,-8,.,-3,.,5,.,2
CCC(C)C(=O)Nc1nc2ccc(S(C)(=O)=O)cc2s1 (configuration not stated),-3,.,-7,-10,0.0,-4,.,9
O=C(CSc1nc2ccccc2c(=O)n1-c1ccc(F)cc1)Nc1ccc(C(=O)O)cc1,-2,0,8,-3,0.1,-1,-9,-1
O=C(Nc1ccc(Cl)c(C(F)(F)F)c1)C1Cc2c(-c3ccccc3)ccnc2O1 (configuration not stated),-1,0,6,-3,0.5,-3,-8,-5
O=C(Nc1ccc(F)cc1)c1ccc(C(=O)N2CCCC(O)C2)cc1 (configuration not stated),.,-1,1,-4,-0.1,46,-13,.
CCCNC(=O)CN(Cc1ccccc1F)S(=O)(=O)c1ccc(C)cc1,-1,-1,7,-3,.,-4,?,-3
O=C(CCC(=O)Nc1ccccc1)NNC(=O)COc1ccccc1,.,0,-3,.,0.0,.,-2,-5
CS(=O)(=O)Nc1ccc2c(c1)[C@@H]1C[C@@H](CC(=O)NC3CCCC3)O[C@H](CO)[C@@H]1O2,-2,-19,-4,-3,0.0,4,4,1
COc1cc(-c2ccc(NC(C)=O)c(OC)c2)ccc1NC(C)=O,-4,5,4,0,0.0,-4,2,2
Cc1ccccc1/C=C/c1nc2ccccc2c(=O)[nH]1,-6,.,-58,.,0.0,-1,-37,16
Cc1cccc(-c2n[nH]c(=S)n2C)c1,0,.,-9,-1,0.2,0,24,2
CC(C)OCCCNC(=O)c1ccc(CN2CCc3ccccc3C2)cc1,3,3,.,1,0.1,7,1,.
COCCOC(=O)c1nccnc1C(=O)Nc1ccc(S(=O)(=O)N2CCOCC2)cc1,-5,0,9,2,0.1,-5,.,7
CC(C)NC(=O)N(C)C[C@H]1Oc2ccc(N(C)C)cc2C(=O)N([C@@H](C)CO)C[C@@H]1C,.,48,-13,0,-0.6,1,15,-3
O=C(COC(=O)c1ccc(Br)o1)Nc1ccc(Br)cc1,-2,.,-3,-6,0.0,4,-5,4

# Limited to XiGFP reactiv, for 3 of the compounds above:
Structure	XiGFP reactiv
CS(=O)(=O)Nc1ccc2c(c1)[C@@H]1C[C@@H](CC(=O)NC3CCCC3)O[C@H](CO)[C@@H]1O2	0.0
Cc1ccccc1/C=C/c1nc2ccccc2c(=O)[nH]1	0.0
O=C(COC(=O)c1ccc(Br)o1)Nc1ccc(Br)cc1	0.0

# Next section.
SMILES,SIRT5 inh,Cneo AK release,LGR2 antag,ERAP1 inh,XiGFP reactiv,S100A4 inh HTS,Statin myotox sup,PGC1a acetyl inh
COc1ccccc1-c1cnc2c(c1)C(=O)N([C@@H](C)CO)C[C@@H](C)[C@H](CN(C)C)O2,-2,3,3,0,-0.5,-2,-1,9
Cc1ccccc1-c1cc(C(=O)O)n(CC2CC(c3cccnc3)=NO2)n1 (configuration not stated),.,0,3,.,0.0,20,0,0
COC(=O)c1ccc(-c2nc(O)c(C)s2)cc1,2,-3,-2,-5,0.0,0,.,.
C[C@H](CO)N1C[C@H](C)[C@@H](CN(C)C(=O)Nc2ccc(C(F)(F)F)cc2)Oc2ccc(NS(C)(=O)=O)cc2CC1=O,-4,-2,0,.,-0.4,-14,3,4
O=C(CCCNc1ccccc1)N/N=C/c1cccs1,-2,.,-40,1,0.0,-2,.,0
COc1cc(/C=N/NC(=O)COc2ccccc2[N+](=O)[O-])ccc1OC(=O)c1ccco1,1,.,-22,-3,0.0,41,.,.
O=C(COc1ncnc2ccccc12)Nc1cc([N+](=O)[O-])ccc1Cl,0,0,21,-1,0.0,1,6,9
CCO[C@H]1OC(C(=O)NC2CC2)=C[C@@H](c2ccccc2)[C@@H]1CCCO,6,4&3,-4,3,-0.4,3&8,2,-15
C[C@@H]1CN([C@H](C)CO)S(=O)(=O)c2ccc(-c3cncnc3)cc2O[C@H]1CN(C)C(=O)Cc1cccnc1,1,-1,8,-4,-0.8,6,-4,11
O=C1SC(SCc2ccccc2)=N/C1=C\c1ccc(C(=O)O)cc1,-2,.,-11,2,0.1,-11,.,3
COc1ccc(CCNC(=O)C2CCN(C(=O)c3ccc(OC)c(OC)c3)CC2)cc1,-3,0,3,-1,-0.1,-12,1,-1
C[C@H](CO)N1C[C@H](C)[C@@H](CN(C)C(=O)c2ccncc2)Oc2cc(C3=CCCCC3)ccc2S1(=O)=O,-1,1,9,-2,-0.3,4,-13,2
Cc1c(Cc2ccccc2)c(=O)oc2cc(OCc3ccc(C(=O)O)cc3)ccc12,-3,.,-30,-4,0.0,5,.,-1
CC(C)(C)N1C(=O)c2ccc(C(=O)Nc3cc(C(=O)O)cc(C(=O)O)c3)cc2C1=O,-2,1,23,-1,0.2,2,5,15
CC(C)OCc1ccc(C(=O)N2CCN(CC(=O)N3CCCC3)CC2)cc1,-12,3,-4,-4,-0.1,22,-2,.

# Some of these compounds in order of the ERAP1 inh value, low to high.
SMILES	ERAP1 inh
COC(=O)c1ccc(-c2nc(O)c(C)s2)cc1	-5
COc1cc(/C=N/NC(=O)COc2ccccc2[N+](=O)[O-])ccc1OC(=O)c1ccco1	-3
O=C1SC(SCc2ccccc2)=N/C1=C\c1ccc(C(=O)O)cc1	2

# Following part.
SMILES,SIRT5 inh,Cneo AK release,LGR2 antag,ERAP1 inh,XiGFP reactiv,S100A4 inh HTS,Statin myotox sup,PGC1a acetyl inh
C[C@]12C=CC(=O)C=C1CC[C@H]1[C@@H]3C[C@@H](O)[C@](O)(C(=O)CO)[C@@]3(C)C[C@H](O)[C@@]12F,-7,-2,-5,0,0.0,2,11,-3
COc1ccc(N(C(=O)c2cccc(OC)c2OC)C2C=CS(=O)(=O)C2)cc1 (configuration not stated),-4,2,13,-3,.,7,19,5
CCN(C(=O)CN1C(=O)COc2ccc(S(=O)(=O)N3CCOCC3)cc21)c1ccc(OC)cc1,-2,1,-2,-3,0.0,0,-6,-13
C1=C[C@@H]2CCN(Cc3ccccc3)Cc3cccc(c32)C1,0,-1,.,-4,0.0,-3,0,-15
O=C(N/N=C/C(Br)=C/c1ccccc1)C1CC1,3,.,-22,3,0.0,-2,.,.
Cc1cc(C)nc(-n2ncc3c2CCCC3=O)n1,0,.,-4,-1,0.0,0,.,.
COc1ccc(S(=O)(=O)Nc2ccccc2C(=O)N2CCCCC2)cc1C,0,0,12,-1,-0.1,-4,16,.
CC(C)(C)c1ccc(C(CC(=O)O)NC(=O)C23CC4CC(CC(C4)C2)C3)cc1 (configuration not stated),-2,5,-7,-2,0.1,-9,1,-2
O=C(NC1CCCc2c1cnn2-c1cc(F)cc(F)c1)c1ccc[n+]([O-])c1 (configuration not stated),-1,2,-6,-7,0.2,9,.,.
C/C(=N\NS(=O)(=O)c1ccccc1)c1cc(Cl)cc(Cl)c1O,4,-2,0,2,0.0,-1,19,.
Cc1ccc(NS(=O)(=O)c2cccc(C(=O)NCC(c3ccco3)N3CCCC3)c2)cc1 (configuration not stated),-2,1,7,4,0.0,-1,-9,-10
COc1ccccc1CNC(=O)c1cnccn1,.,-2,3,.,.,.,13,7
O=[N+]([O-])C1=CC=C2C(=NC3(CCCCC3)N2O)C1=NC1CCCCC1,1,.,3,1,.,11,2,.
O=C(CCN1C(=O)C2CCCCC2C1=O)Nc1nc(-c2ccccc2)cs1 (configuration not stated),-1,.,-37,.,0.0,3,.,-16
O=C(NCCc1nnc2ccc(NCCCN3CCOCC3)nn12)c1ccccc1F,2,-3,3,-8,0.1,-5,15,-5
CS(=O)(=O)N1CCCCN2[C@H](CO)[C@@H](c3ccc(Br)cc3)[C@@H]2C1,1,1,0,3,0.3,4,15,-10
O=C(CSc1n[nH]c(=O)[nH]c1=O)c1ccc([N+](=O)[O-])cc1,9,.,1,-2,-0.1,-4,.,-6
O=C(/C=C/c1ccc(F)cc1)NC(=S)NNC(=O)[C@H]1C[C@@H]1c1ccccc1,2,1,-12,-2,0.2,0,-2,.
CC(C)(C)NC(=O)C(c1ccncc1)N(C(=O)c1csnn1)c1ccccc1 (configuration not stated),-1,-3,8,-2,.,7,-47,11
CCN(CC)c1ccc(CNc2nc3ccccc3n2C(C)C)cc1,-3,-1,13,0,0.0,0,-12,4
COc1ccc(-c2ccc(C3[C@H]4CNC[C@@H]3N4C(=O)Nc3ccc(F)cc3)cc2)cc1 (some centres not stated),-1,.,-18&-12,4,0.0&0.8,0,.,4&8
O=C(C[C@H]1CC[C@@H]2[C@H](COC[C@H](O)CN2C(=O)Nc2ccc(Cl)c(Cl)c2)O1)NCc1ccc(Cl)cc1,-2,-8,9,-1,0.1,-1,-15,0
C[C@@H]1CN([C@@H](C)CO)C(=O)c2cc(C3=CCCC3)cnc2O[C@H]1CN(C)C(=O)c1ccc2c(c1)OCO2,3,5,-16,4,-0.8,1,9,-6
Cc1ccc(S(=O)(=O)Nc2cccc3c2O[C@H](CN(C)S(=O)(=O)c2ccc(C)cc2)[C@@H](C)CN([C@H](C)CO)C3=O)cc1,-4,0,8,2,0.8,-12,1,-4
NS(=O)(=O)c1ccc(CCNC(=O)CSCC(=O)Nc2ccc(Cl)cc2)cc1,-2,-1,8,0,0.7,12,10,9
COc1ncnc(OC)c1S(=O)(=O)NCc1ccccc1,-3,2,-3,-2,0.2,-3,10,4
O=C(c1ccc(N2CCCS2(=O)=O)cc1)N1CCN(c2ccccc2)CC1,-3,2,17,-4,0.3,-3,-13,3
CC(=O)NC(CC(=O)OCC(=O)c1c(N)n(CC(C)C)c(=O)n(C)c1=O)c1ccccc1 (configuration not stated),-2,.,-1,1,0.0,0,.,.
COc1ccc(C2C(=O)c3ccccc3C2=O)cc1OC,-1,.,0,-2,-0.1,1,6,-10
Cc1ccc(Cn2c(=O)c3ccccc3n3nc(C)cc23)cc1,-2,.,4,6,0.3,-3,.,.
COCCSc1nnc(NC(=O)Cc2cccs2)s1,.,0,-7,-2,.,1,14,1
O=C(COC(=O)C1CC1)Nc1ncc(C(F)(F)F)cc1Cl,-3,.,.,-4,0.0,1,.,4
CC(C)Cn1c(=O)c(-[n+]2ccccc2)c([O-])c2ccccc21,-1,-5,-1,1,0.2,8,3,-29
CCC(CC)C(=O)OCC(=O)NC12CC3CC(CC(C3)C1)C2,-2,3,-5,0,.,-3,8,-1
CCN1C(=O)[C@@H]2[C@@H](c3ccc(SC4CCCCC4)cc3)N3CCCC[C@@]3(C(=O)OC)[C@@H]2C1=O,3,5,.,3,0.0,-12,21,-3
O=C(O)CCCCCNc1ccc2nsnc2c1[N+](=O)[O-],.,6,-7,.,0.2,.,.,1
